# Bioassay records as filed in PubChem.
# AID inh – activation induced cytidine deaminase inhibition. Q9GZX7. AID deamination FRET fluorescence, UDG-coupled, 4 h. 91,000 compounds, 0.32% hits. Potency, µM (highest dose often 115 µM), for inactives: at the highest dose activity change, negative = inhibition, most hits filed as inhibitors; also: nearly all actives have a fitted effect of over 25% in size
# Target sequence (Q9GZX7 whole entry, looked up): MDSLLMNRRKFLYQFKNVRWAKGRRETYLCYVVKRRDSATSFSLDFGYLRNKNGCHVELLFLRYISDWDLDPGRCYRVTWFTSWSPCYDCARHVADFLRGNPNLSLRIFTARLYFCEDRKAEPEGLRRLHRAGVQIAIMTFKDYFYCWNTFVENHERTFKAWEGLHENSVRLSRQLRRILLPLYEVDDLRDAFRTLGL
# UDG counterscr – UDG inhibition counter-screen | FRET deamination/UDG coupled assay, UDG read, 4 h | Potency, µM (top dose mostly 115 µM), for inactives: at the top dose activity change, negative = inhibition, most hits filed as inhibitors | 91,000 compounds, 0.14% hits | AID 1347430; also: nearly all actives have a fitted effect of over 65% in size
# Active calls of the source: *; ? = inconclusive; & = joins results of further samples; [ ] = another dose, or the depositor's remark. Calls follow the shape of the dose curve; as a rule, active = well fitted curve in the direction sought with a large enough effect; inconclusive = small, poorly fitted or top-dose-only effect, or another doubt; inactive = no such curve, though single readings can be large; an effect the other way counts as inactive or inconclusive. % is scaled to controls: 0 for no effect and ±100 for the full control effect; potency is read from the fitted curve at half-maximal effect.
[1] CCCCC1CCC(CCCC(C)CCC(=O)O)CC1 (stereo unspecified)
[2] CN(C)C/C=C(/c1ccc(Br)cc1)c1cccnc1
[3] COc1ccc(NC(=O)Cn2ccn(-c3ccc(C)c(C)c3)c(=O)c2=O)cc1Cl
[4] Cc1nc2c3ccccc3nc(NNC(=O)CCC(=O)N3CCN(c4cc(Cl)ccc4C)CC3)n2n1
[5] CCC1C(=O)OCC1Cc1cncn1C (stereo unspecified)
assay / compound | 1 | 2 | 3 | 4 | 5
AID inh | ? | -3% | 13% | 20% | 0%&0%
UDG counterscr | -15% | -2% | 9%[57.5 µM] | 12% | 3%&-4%

[6] O=C1N(c2ccccc2)c2ccccc2C1(Cc1ccncc1)Cc1ccncc1
[7] COc1ccc(C(=O)Nc2nc3ccccc3n2CCOc2ccc(Cl)cc2)cc1
[8] CN(C)CCCN1c2ccccc2Sc2ccccc21
[9] CC(=O)O[C@]1(C(C)=O)CC[C@H]2[C@@H]3C=C(Cl)C4=CC(=O)[C@@H]5C[C@@H]5[C@]4(C)[C@H]3CC[C@@]21C
[10] COc1nc(C)nc(Cl)c1NC1=NCCN1
assay / compound | 6 | 7 | 8 | 9 | 10
AID inh | -2% | 6% | -14% | -19% | 9%
UDG counterscr | -4% | 4% | -6% | 7% | 8%

# Some of these compounds in order of molecular weight, descending.
[4] Cc1nc2c3ccccc3nc(NNC(=O)CCC(=O)N3CCN(c4cc(Cl)ccc4C)CC3)n2n1
[7] COc1ccc(C(=O)Nc2nc3ccccc3n2CCOc2ccc(Cl)cc2)cc1
[6] O=C1N(c2ccccc2)c2ccccc2C1(Cc1ccncc1)Cc1ccncc1
[10] COc1nc(C)nc(Cl)c1NC1=NCCN1
[5] CCC1C(=O)OCC1Cc1cncn1C (stereo unspecified)
assay / compound | 4 | 7 | 6 | 10 | 5
AID inh | 20% | 6% | -2% | 9% | 0%&0%
UDG counterscr | 12% | 4% | -4% | 8% | 3%&-4%

# (list continues)
[11] COc1cc2nc(N3CCN(C(=O)C4COc5ccccc5O4)CC3)nc(N)c2cc1OC (stereo unspecified)
[12] O=C1NCC2(CCN(CCc3ccccc3)CC2)O1
[13] CCCOc1ccccc1-c1nc2n[nH]nc2c(=O)[nH]1
[14] Cc1nc2c3ccccc3nc(NNC(=O)CCC(=O)N3CCN(c4ccccc4)CC3)n2n1
[15] CNC(=O)c1ccc(CSc2nc3ccncc3n2Cc2ccc(C)cc2)cc1
[16] O=[N+]([O-])c1cccc(/C=N/Nc2nnc(Cl)c3ccccc23)c1
[17] Cc1oc(-c2cccc(Cl)c2)nc1Cn1c(SCc2ccccc2F)nc2ccncc21
[18] Cc1nn(CC(=O)NCCc2ccccc2)c(=O)c2c1sc1ccccc12
assay / compound | 11 | 12 | 13 | 14 | 15 | 16 | 17 | 18
AID inh | -5% | 1% | -1% | -29% | -10% | 12% | ? | -7%
UDG counterscr | -4% | 4% | -6% | 3% | -5% | -7% | -18% | -8%

# The list is partial; rates above refer to the full screens.
